Screening data deposited in PubChem BioAssay by National Center for Advancing Translational Sciences (NCATS).
IL-1B inflam inh – qHTS for Inhibitors of Inflammasome Signaling: IL-1-beta AlphaLISA Primary Screen. THP-1 LPS/ATP IL-1B secretion, AlphaLISA, 16 h; stronger effect = lower value. activity change, % at 57.5 µM. 360,000 compounds, 4.7% hits; in the data active means activity change below about -50%; inconclusive means mostly about -30% to -49%; further: on the % scale 0 is the no-effect control and ±100 the full control effect
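THP-1 cells pretreated 1 hr with compounds (up to 57.5 uM final), then stimulated with LPS (250 ng/mL final) plus ATP (1.25 mM final); secreted IL-1B measured by AlphaLISA after 16 hr, decreased signal indicating inhibition.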
KB-3-1 cytotox – qHTS assay for MDR1-selective chemotherapeutics: Primary screen using the parental adenocarcinoma cell KB-3-1 | KB-3-1 viability, CellTiter-Glo ATP luminescence, 72 h | Potency, µM (series often up to 46.1 µM), without a hit: at the highest dose activity change, negative = cytotoxic, hits mostly cytotoxic | 400,000 compounds, 1.4% hits; further: potency means the concentration at half of the fitted maximal effect; on the % scale 0 is the no-effect control and ±100 the full control effect; nearly all actives have a fitted effect of over 60% in size
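Parental KB-3-1 viability, qHTS format: 72 h compound exposure, 37 °C; CellTiter-Glo; media-only wells and DMSO plates as controls; concentration-effect fits on corrected data.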
HT1080NT lethal – qHTS for induction of synthetic lethality in tumor cells producing 2HG: qHTS for the HT-1080-NT fibrosarcoma cell line. AID 686970, 2013. HT-1080-NT fibrosarcoma viability, CellTiter-Glo ATP luminescence, 48 h. 360,000 compounds, 1.6% hits. Potency, µM (highest dose often 46.1 µM), for the others: at the top dose activity, negative = less viability, most hits filed as cytotoxic;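 further: NT is the 2HG producing partner of a matched IDH1 knockdown line; potency means the concentration at half of the fitted maximal effect; 0% = DMSO-treated cells and -100% = media-only wells without cells; nearly all actives have a fitted effect of over 55% in size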
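Compounds were tested in concentration-response format on HT-1080-NT cells for 48 hours at 37 degrees C. Cell viability came from CellTiter-Glo luminescence; curves were classified by r2, response magnitude and activity.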
HT1080 IDH1KD tx – qHTS for induction of synthetic lethality in tumor cells producing 2HG: qHTS for the HT-1080-IDH1KD cell line | 360,000 compounds, 2% hits | HT-1080 IDH1 knockdown viability, ATP luminescence, 48 h | Potency, µM (highest dose often 46.1 µM), inactives show top-dose activity, negative = toxicity, hits mostly cytotoxic | AID 686971, 2013;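 further: potency means the concentration at half of the fitted maximal effect; 0% = DMSO wells and -100% = cell-free medium wells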
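IDH1KD HT-1080 cells, 750/well, RPMI + 5% FBS; compound pinned after 2 h settling; 48 h, 37 °C; CellTiter-Glo luminescence; % activity normalised to DMSO and no-cell wells; curves fitted, classed by r2 and efficacy.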
WRN inhibitor – qHTS for Inhibitors of WRN Helicase; Potency, µM (titrated, usually from 114 µM), without a hit: top-dose activity change, negative = inhibition, actives largely listed as inhibitors; 360,000 compounds, 0.46% hits; AID 651768, 2012; WRN helicase unwinding, fluorescent forked duplex, kinetic; Bifunctional 3'-5' exonuclease/ATP-dependent helicase WRN (Homo sapiens), Q14191; further: potency means the concentration at half of the fitted maximal effect; on the % scale 0 is the no-effect control and ±100 the full control effect; nearly all actives have a fitted effect of over 55% in size
Target sequence (Q14191 whole entry, looked up): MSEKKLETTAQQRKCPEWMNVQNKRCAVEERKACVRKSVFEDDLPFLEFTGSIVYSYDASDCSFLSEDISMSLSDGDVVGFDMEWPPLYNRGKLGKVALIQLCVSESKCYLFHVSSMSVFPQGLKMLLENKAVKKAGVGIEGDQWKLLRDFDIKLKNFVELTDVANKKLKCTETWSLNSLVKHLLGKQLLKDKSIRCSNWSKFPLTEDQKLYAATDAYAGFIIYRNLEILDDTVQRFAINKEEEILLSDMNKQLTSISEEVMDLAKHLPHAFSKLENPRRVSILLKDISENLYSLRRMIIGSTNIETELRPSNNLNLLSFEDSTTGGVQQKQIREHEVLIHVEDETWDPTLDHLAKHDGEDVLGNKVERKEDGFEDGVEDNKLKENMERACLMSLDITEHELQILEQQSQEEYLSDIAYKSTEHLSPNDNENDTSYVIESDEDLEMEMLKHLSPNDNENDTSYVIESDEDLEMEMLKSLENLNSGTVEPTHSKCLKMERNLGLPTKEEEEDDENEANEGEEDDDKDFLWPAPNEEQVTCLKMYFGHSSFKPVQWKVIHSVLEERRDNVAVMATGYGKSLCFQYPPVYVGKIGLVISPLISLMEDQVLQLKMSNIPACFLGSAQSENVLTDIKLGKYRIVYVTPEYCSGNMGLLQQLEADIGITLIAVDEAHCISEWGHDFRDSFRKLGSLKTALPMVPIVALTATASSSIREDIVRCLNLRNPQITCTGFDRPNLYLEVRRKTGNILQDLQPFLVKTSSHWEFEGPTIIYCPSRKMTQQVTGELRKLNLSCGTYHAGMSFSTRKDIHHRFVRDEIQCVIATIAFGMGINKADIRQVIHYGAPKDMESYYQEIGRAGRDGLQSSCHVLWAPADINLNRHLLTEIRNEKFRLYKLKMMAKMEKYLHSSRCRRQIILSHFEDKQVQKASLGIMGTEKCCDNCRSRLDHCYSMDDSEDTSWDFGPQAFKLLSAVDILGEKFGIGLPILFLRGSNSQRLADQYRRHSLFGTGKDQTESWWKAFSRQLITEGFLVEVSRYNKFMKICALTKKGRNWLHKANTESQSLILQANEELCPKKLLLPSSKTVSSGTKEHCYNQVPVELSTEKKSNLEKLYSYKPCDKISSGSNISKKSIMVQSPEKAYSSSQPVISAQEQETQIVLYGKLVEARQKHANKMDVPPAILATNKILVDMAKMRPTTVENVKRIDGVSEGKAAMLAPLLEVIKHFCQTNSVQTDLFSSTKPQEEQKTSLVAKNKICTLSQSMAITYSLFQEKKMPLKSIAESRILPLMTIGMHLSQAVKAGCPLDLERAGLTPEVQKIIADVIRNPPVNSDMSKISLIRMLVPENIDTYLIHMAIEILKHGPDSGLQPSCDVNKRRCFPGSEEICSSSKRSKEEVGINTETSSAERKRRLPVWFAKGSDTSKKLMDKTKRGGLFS
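WRN at 20 nM final was preincubated with compound for 15 min at room temperature; reaction started with 100 nM forked duplex oligonucleotide carrying fluorophore and quencher plus 2 mM ATP (final). Unwinding followed kinetically by red fluorescence (ex 525/em 598 nm).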
KB-V1 MDR tox – qHTS assay for MDR1-selective chemotherapeutics: Primary screen using the drug-selected MDR subline cells KB-V1. KB-V1 MDR cells viability, CellTiter-Glo, 72 h. Potency, µM (titrated, usually from 46.1 µM), without a hit: at the top dose activity change, negative = cytotoxicity, usual class: cytotoxic. 400,000 compounds, 3.4% hits. AID 1347076, 2019; further: potency means the concentration at half of the fitted maximal effect; on the % scale 0 is the no-effect control and ±100 the full control effect; nearly all actives have a fitted effect of over 60% in size
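Cytotoxicity via CellTiter-Glo luminescence after 72 h compound exposure at 37 degrees C. Cells: drug-selected KB-V1 line, DMEM phenol-red free plus 10% FBS. Compounds tested at multiple concentrations; normalized data fitted to concentration-effect curves.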
SW480 rerep – A quantitative high throughput screen for small molecules that induce DNA re-replication in SW480 colon adenocarcinoma cells. SW480 DNA re-replication, Hoechst DNA content imaging, 48 h. Potency, µM (top dose mostly 46.1 µM), without a hit: at the top dose re-replication activation, actives largely listed as activators. 340,000 compounds, 1.8% hits. AID 624297, 2012; further: potency means the concentration at half of the fitted maximal effect; % of control where 0% means no effect; nearly all actives have a fitted effect of over 55% in size
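Cells (250 per well) received 23 nL compound or DMSO by pin tool and were kept 48 hr at 37 C, 5% CO2. Nuclei were then stained with Hoechst for 40 min and scanned for DNA content.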
MCF10A rerep – A quantitative high throughput screen for small molecules that induce DNA re-replication in MCF 10a normal breast cells; MCF 10A DNA re-replication, Hoechst nuclear intensity, 48 h; Potency, µM (series often up to 46.1 µM), inactives show at the highest dose activity, positive = re-replication, hits mostly activators; 350,000 compounds, 2.9% hits; further: potency means the concentration at half of the fitted maximal effect; % of control where 0% means no effect; nearly all actives have a fitted effect of over 50% in size
ATXN2 expr inh – Primary qHTS for Inhibitors of ATXN expression; 360,000 compounds, 0.72% hits; Potency, µM (top dose mostly 57 µM), for inactives: top-dose activity change, negative = inhibition, most hits filed as inhibitors; HEK-293 ATXN2-luciferase reporter, luminescence, 24 h; further: potency means the concentration at half of the fitted maximal effect; on the % scale 0 is the no-effect control and ±100 the full control effect; nearly all actives have a fitted effect of over 55% in size
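qHTS (up to 57 uM final) was run with 24 h compound exposure of reporter cells at 37 °C. Each well was multiplexed: SteadyGlo luminescence measured ATXN2-luciferase expression after a fluorogenic Gly-Phe-AFC viability readout (25 uM final).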
Active calls of the source: *; ? = inconclusive; · = no result given; & = joins results of further samples; [ ] = remark or other dose. Unless noted, the call rests on the fitted dose curve; in most records, active means well fitted curve in the direction sought with a large enough effect; inconclusive means small, poorly fitted or top-dose-only effect, or another doubt; inactive means no such curve, though single readings can be large; an effect the other way counts as inactive or inconclusive.

Start of the listing, in advance, 2 compounds:
cpd	Structure	IL-1B inflam inh	KB-3-1 cytotox	HT1080NT lethal	HT1080 IDH1KD tx	WRN inhibitor	KB-V1 MDR tox	SW480 rerep	MCF10A rerep	ATXN2 expr inh
1	O=C(O)c1ccccc1NC(=O)N1C[C@H]2C[C@@H](C1)c1cccc(=O)n1C2	11	0%	2%	3%	9%	-3%	?	2%	-2%
2	Cn1c(=O)oc(=O)c2ccccc21	2	-5%	-1%	4%	-21%	-2%	-4%	6%	8%

All compounds of this part, from the start:
cpd	Structure	IL-1B inflam inh	KB-3-1 cytotox	HT1080NT lethal	HT1080 IDH1KD tx	WRN inhibitor	KB-V1 MDR tox	SW480 rerep	MCF10A rerep	ATXN2 expr inh
1	O=C(O)c1ccccc1NC(=O)N1C[C@H]2C[C@@H](C1)c1cccc(=O)n1C2	11	0%	2%	3%	9%	-3%	?	2%	-2%
2	Cn1c(=O)oc(=O)c2ccccc21	2	-5%	-1%	4%	-21%	-2%	-4%	6%	8%
3	O=c1c2ccccc2[nH]c(=S)n1-c1cccc(Cl)c1	25	-23%	-1%	-12%	-5%	-10%	·	·	·
4	O=C1NC(=S)N(c2ccc(Cl)cc2)C(=O)/C1=C/N1CCN(C(=O)c2ccco2)CC1	14	-7%	7%	9%	-30%	-15%	-41%	7%	4%
5	O=c1[nH]c(=S)[nH]c(O)c1C(c1ccccn1)c1c(O)[nH]c(=S)[nH]c1=O	23	11%	16%	15%	6%	?	1%	0%	-9%
6	Cc1ccc(-n2c(O)c(C=NCc3ccccn3)c(=O)[nH]c2=S)cc1	11	-1%	11%	3%	8%	0%	-23%	-3%	16%
7	CN(C)C(=O)Oc1ccc(Cl)c2cccnc12	8	10%	1%	12%	-3%	0%	-10%	0%	-6%[11.3 µM]
8	COc1ccc(-n2nnnc2C(C2CC2)N2CCC(n3c(=O)[nH]c4ccccc43)CC2)cc1 (stereo unspecified)	?	0%	?	?	-6%	?	·	·	0%
9	O=C(CCCCCCCCCCC(=O)NCc1cccnc1)NCc1cccnc1	39	?	?	4.6µM*	-3%	?	-12%	1%	27%
10	ClC(Cl)(Cl)c1ccccc1	-9	0%	-5%	17%	0%	16%	-2%	?	3%

Additional results.
cpd	Structure	IL-1B inflam inh	KB-3-1 cytotox	HT1080NT lethal	HT1080 IDH1KD tx	WRN inhibitor	KB-V1 MDR tox	SW480 rerep	MCF10A rerep	ATXN2 expr inh
11	COC(=O)C1=C(c2ccc(S(C)(=O)=O)cc2)C[C@@H]2CC[C@H]1N2C(=O)NC(C)C	-2	0%	9%	5%	10%	-11%	-67%[inhibitor]	?	6%
12	N#Cc1ccccc1Cn1cc(C(=O)C2CC2)c2ccccc21	47	-5%	-15%	-28%	-17%	-13%	?	?	-14%
13	O=[N+]([O-])[N-][n+]1cnn(Cc2ccccc2)c1	-17	3%	-4%	-5%	-5%	-19%	?	?	0%
14	Cc1cccc(N2C(=O)NC(=O)/C(=C\c3ccc(N4CCOCC4)cc3)C2=O)c1	3	10%	-6%	1%	?	18%	-3%	10%	1%
15	CN(C)C(CNC(=O)Cc1ccc(Br)cc1)c1ccccc1 (stereo unspecified)	-13	3%	-4%	-12%	4%	?	-8%	2%	-9%
16	Cn1cccc1/C=C1/C(=O)NC(=S)N(Cc2ccc(F)cc2)C1=O	?	?	-26%	-7%	56µM*	?	4%	1%	12%
17	CCN(CC)C(=O)N[C@H]1C[C@@H]2c3cccc4[nH]cc(c34)C[C@H]2N(C)C1	-2	0%	-12%	-3%	-6%	?	8%	-4%	-7%
18	Cc1cc(Cl)ccc1OCCCC(=O)NCc1cccs1	?	-20%	-5%	-11%	-5%	26µM*	?	?	-9%
19	O=c1cccc2n1C[C@@H]1C[C@@H]2CN(CC(O)c2ccc([N+](=O)[O-])cc2)C1 (stereo partly specified)	-3	14%	17%	20%	2%	2%	-8%	9%	-3%
20	CCC(=NCc1ccco1)c1c(O)n(-c2ccc(OC)cc2)c(=O)[nH]c1=O	-27	8%	-1%	-1%	4%	0%	-5%	-2%	-5%

(listing goes on)
cpd	Structure	IL-1B inflam inh	KB-3-1 cytotox	HT1080NT lethal	HT1080 IDH1KD tx	WRN inhibitor	KB-V1 MDR tox	SW480 rerep	MCF10A rerep	ATXN2 expr inh
21	CC1CCCN(c2ccc(C(=O)N3CCC4(CC3)OCCO4)cc2[N+](=O)[O-])C1 (stereo unspecified)	7	-19%	-16%	-6%	14%	?	6%	?	-6%
22	Cn1c(O)c(/C=C2/C=CC=N2)c(=O)[nH]c1=O	?	5%	11%	11%	-2%	5%	0%	-1%	6%
23	CN1CCCC(C(O)(c2ccccc2)c2ccccc2)C1 (stereo unspecified)	-24	-4%	1%	0%	4%	1%	-11%	2%	·
24	Cc1ccc(-c2nc3ccccc3c(=O)n2-c2cccc(O)c2)cc1	29	-11%	-4%	0%	4%	-13%	-8%	?	-6%
25	CC(C)N1CCN(Cc2ccccc2C(F)(F)F)CC1CCO (stereo unspecified)	-2	-4%	-20%	-20%	0%	-10%	1%	26%	-17%
26	O=C1NC(=S)NC(=O)C1=Cc1ccc(Br)s1	-100*	5%	?	?	?	-2%	1%	6%	·
27	Cn1cc(NC(=O)CCl)cn1	-102*	?	?	?	7%	?	15%	0%	-22%
28	COC(=O)C1=C(c2ccccc2OCc2ccccc2)C[C@@H]2CC[C@H]1N2C(=O)NCc1cccc(F)c1	?	0%	-15%	-19%	-6%	2%	9%	24%	?
29	CC(Cc1ccccc1Sc1ccccc1O)N(C)C (stereo unspecified)	-6	-22%	?	?	2%	-5%	3%	8%	-22%
30	CCOC(=O)[C@]12Cc3c(cc(OC)c(OC)c3OC)[C@H]1N(Cc1ccccc1)C(=O)c1ccccc12	?	3%&-8%	-14%	-6%	3%	?	0%	?	-17%

Reformatted: results already given
2. Cn1c(=O)oc(=O)c2ccccc21
3. O=c1c2ccccc2[nH]c(=S)n1-c1cccc(Cl)c1
4. O=C1NC(=S)N(c2ccc(Cl)cc2)C(=O)/C1=C/N1CCN(C(=O)c2ccco2)CC1

screen / no.,2,3,4
IL-1B inflam inh,2,25,14
KB-3-1 cytotox,-5%,-23%,-7%
HT1080NT lethal,-1%,-1%,7%
HT1080 IDH1KD tx,4%,-12%,9%
WRN inhibitor,-21%,-5%,-30%
KB-V1 MDR tox,-2%,-10%,-15%
SW480 rerep,-4%,·,-41%
MCF10A rerep,6%,·,7%
ATXN2 expr inh,8%,·,4%

Next section.
cpd	Structure	IL-1B inflam inh	KB-3-1 cytotox	HT1080NT lethal	HT1080 IDH1KD tx	WRN inhibitor	KB-V1 MDR tox	SW480 rerep	MCF10A rerep	ATXN2 expr inh
31	CC1CN=C(NCc2ccncc2)S1 (stereo unspecified)	-6	3%	12%	14%	-1%	0%	-5%	-32%[inhibitor]	-2%
32	COCCn1cc(C(=O)N2CCC3(CC2)OCCO3)c2c3ccccc3n(C)c2c1=O	11	-1%	9%	1%	2%	-5%	-4%	0%	19%
33	COc1cc(/C=C2/C(=O)NC(=O)N(c3ccc(C)cc3)C2=O)cc(OC)c1OC	·	3%	0%	9%	?	-1%	-54%[inhibitor]	?	-13%
34	CN1CCN(c2ccc([N+](=O)[O-])c(Sc3nncn3C)c2)CC1	-8	-1%	-2%	10%	?	-9%	5%	-3%	-20%[11.3 µM]
35	CCCCCN1C(=O)c2ccccc2[C@@]2(C(=O)OCC)Cc3cc(Cl)ccc3[C@@H]12	-50*	?	?	?	-8%	-13%	·	·	?
36	Cc1ccsc1-c1nc(CSCC(=O)N2CCC3(CC2)OCCO3)c(C)o1	-27	-17%	0%	-11%	-2%	?	-10%	11%	1%
37	CSc1ccccc1NC(=O)CN(c1cccc(C)c1)S(C)(=O)=O	1	1%	?	?	-17%	-11%	-6%	-1%	-6%
38	O=C(Cc1c(Cl)cccc1Cl)N1CCN(Cc2ccccc2)CC1	-12	-21%	-19%	0%	2%	?	28%	4%	-29%
39	O=[N+]([O-])c1ccc(C[n+]2c(-c3ccccc3)cc(-c3ccccc3)cc2-c2ccccc2)cc1	?	?	-19%	-14%	-7%	0%	-1%	24%	-16%
40	CC(=O)Nc1ccccc1C(=O)C(=O)Nc1cccc(C(=O)N2CCC3(CC2)OCCO3)c1	40	-13%	-15%	-3%	9%	4%	1%	6%	-10%
41	Cc1ccc(NC(=O)[C@@H](NC(=O)N2C[C@H]3C[C@@H](C2)c2cccc(=O)n2C3)C(C)C)cc1	-1	0%	6%	6%	4%	?	-5%	-1%	6%
42	COC(=O)Cn1cc(C(=O)c2ccccc2F)c2ccccc21	17	-4%	3%	18%	-6%	-16%	-6%	-2%	2%
43	c1ccc2c(c1)-c1cccc3cccc-2c13	-15	15%	1%	6%	0%	6%	0%	21%	-4%

Some of the compounds tested; the hit share may differ from the screen's.
